# Bioassay records (PubChem BioAssay)
# Mcl1 Noxa PPI: disrupts binding of human Mcl-1 to Noxa peptide; hit rate 1.5% among 220,000; Q07820; TR-FRET Mcl-1/Noxa peptide binding, 2 h; inhibition, % at 21.7 µM;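 active = compounds that cut the protein-peptide binding signal by more than 50% relative to plate controls in a single-dose test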;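 note: His-tagged Mcl-1 with rhodamine Noxa BH3 peptide and terbium anti-His antibody; 0% = Mcl-1 plus Noxa peptide wells and 100% = peptide-only wells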
# GSH bead fluor: compound fluoresces at 488/530 nm on GSH beads; GSH beads flow cytometry, compound fluorescence 488/530 nm; stronger effect = higher value; fluorescence (KMESF) at 10 µM; hit rate 0.25% among 190,000; in the data active = fluorescence above about 89;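 note: glutathione beads carrying GST-tagged Bcl family fusion proteins plus one bare bead set; values are compound well signal with DMSO vehicle wells as background; inactives centre near 16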
# ABCB1 inh: inhibitors of human ABCB1 transporter, ABCG2 counter-screen; AID 1326; P08183; inhibition, % at 6.6 µM; CCRF-Adr cells, JC-1 efflux, flow cytometry; hit rate 0.067% among 190,000; in the data active = inhibition above about 40%;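 note: 0% = vehicle and 100% = reference inhibitor; higher value means more JC-1 retained so stronger ABCB1 efflux block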
# RGS8-Gao: modulates binding of RGS8 to human Galphao. P09471. hit rate 0.34% among 220,000. response (percent of control binding), % at 10 µM. multiplexed bead flow cytometry; actives lie on both sides; in the data active = response below about 60% or above about 140%; inactive = in between;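 note: Galphao activated as the GDP aluminium fluoride complex binding bead-coupled RGS8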
# Target sequence (P09471 whole entry, looked up): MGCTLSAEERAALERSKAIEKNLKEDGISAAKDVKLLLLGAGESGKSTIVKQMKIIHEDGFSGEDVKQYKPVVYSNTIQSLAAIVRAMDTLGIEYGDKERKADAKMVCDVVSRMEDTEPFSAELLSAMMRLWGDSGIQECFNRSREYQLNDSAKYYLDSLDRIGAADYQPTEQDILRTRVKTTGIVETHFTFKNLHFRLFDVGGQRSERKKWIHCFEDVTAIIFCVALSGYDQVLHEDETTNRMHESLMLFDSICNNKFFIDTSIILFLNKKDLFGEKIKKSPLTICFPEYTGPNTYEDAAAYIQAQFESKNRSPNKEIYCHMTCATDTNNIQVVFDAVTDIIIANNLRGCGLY
# Mcl-1 Bim block: human Bim-Mcl-1 interaction inhibition. inhibition, % at 10 µM. hit rate 0.1% among 190,000. Bead-based flow cytometry, Bim peptide-Mcl-1 binding. Q07820; in the data active = inhibition above about 40%;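 note: 0% = no compound tracer wells and 100% = peptide blocker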
# Pf gamet viab: inhibitors of late stage P. falciparum gametocyte viability; P. falciparum stage V gametocytes, ATP luminescence, 24 h; inhibition, % at 10.9 µM; hit rate 0.065% among 150,000; AID 743093;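 active = inhibition above the mean plus 3 SD of compounds within the control limits, set per campaign, cut at about 38% in these data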;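 note: 0% = DMSO wells and 100% = medium only without gametocytes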
# RGS4-Gao reg: modulates binding of RGS4 to human Galphao | AID 1415 | hit rate 0.33% among 220,000 | binding response (% of control), % at 10 µM | Multiplexed bead flow cytometry; actives lie on both sides; in the data active = binding response below about 49% or above about 150%; inactive = in between;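 note: fluorescent Galphao activated with aluminum fluoride binding bead-coupled RGS4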
# RGS7-Gao: human RGS7-Galphao interaction regulation | hit rate 0.35% among 220,000 | binding response (% of control), % at 10 µM | Multiplexed bead flow cytometry, RGS7-Galphao binding; actives lie on both sides | AID 1439 | P09471; in the data active = binding response below about 49% or above about 150%; inconclusive = no clear call, values can overlap the other calls; inactive = in between;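 note: fluorescent Galphao held in activated GDP-AlF4 state binding bead-coupled RGS7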
# Mcl1 Bid PPI: disrupts binding of human Mcl-1 to Bid peptide. Q07820. TR-FRET Mcl-1/Bid-Dy647 peptide binding, 1536-well. inhibition, % at 21.7 µM. hit rate 0.97% among 220,000;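 active = compounds that cut the binding signal by more than half at the single screening dose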;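 note: His-tagged Mcl-1 with europium anti-His antibody binding Bid BH3 peptide; 0% = Mcl-1 plus peptide wells and 100% = peptide-only wells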
# Avidin fluor: avidin bead compound fluorescence profile; Avidin beads, compound fluorescence 488/530 nm, flow cytometry; stronger effect = higher value; fluorescence (KMESF) at 10 µM; hit rate 0.38% among 220,000; AID 1775; in the data active = fluorescence above about 47; note: inactives centre near 10
# ABCG2 inh: human ABCG2 inhibition, ABCB1 as counter-screen; Q9UNQ0; IgMXP3 cells, JC-1 efflux, flow cytometry; inhibition, % at 6.6 µM; hit rate 0.1% among 190,000; AID 1325;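 active = inhibition above 80%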;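 note: 0% = DMSO and 100% = nicardipine control wells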
# Target sequence (Q9UNQ0 whole entry, looked up): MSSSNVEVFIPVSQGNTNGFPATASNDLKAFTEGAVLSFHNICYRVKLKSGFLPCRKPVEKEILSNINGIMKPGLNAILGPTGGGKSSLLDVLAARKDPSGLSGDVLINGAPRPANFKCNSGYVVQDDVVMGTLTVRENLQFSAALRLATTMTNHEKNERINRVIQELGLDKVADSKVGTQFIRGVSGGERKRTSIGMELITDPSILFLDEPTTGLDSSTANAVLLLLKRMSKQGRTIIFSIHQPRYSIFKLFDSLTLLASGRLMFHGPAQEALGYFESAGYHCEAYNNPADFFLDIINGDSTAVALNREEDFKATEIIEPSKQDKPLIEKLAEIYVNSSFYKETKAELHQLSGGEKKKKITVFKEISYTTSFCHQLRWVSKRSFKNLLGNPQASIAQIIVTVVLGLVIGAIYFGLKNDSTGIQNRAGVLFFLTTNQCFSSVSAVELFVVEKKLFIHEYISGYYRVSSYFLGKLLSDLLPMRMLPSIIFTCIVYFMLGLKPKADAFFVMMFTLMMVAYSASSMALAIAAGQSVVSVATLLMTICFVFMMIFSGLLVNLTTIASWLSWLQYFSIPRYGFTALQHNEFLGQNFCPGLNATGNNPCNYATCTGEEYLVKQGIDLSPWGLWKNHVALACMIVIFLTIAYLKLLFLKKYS
#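 System: two drug-resistant human cell lines, ABCG2 and ABCB1; controls: nicardipine high and DMSO low controls; times: 10 min exposure at 25 °C with rotation, no wash; detection: flow cytometry of retained JC-1 fluorescence; read-out basis: percent efflux inhibition, scaled nicardipine 100% to DMSO 0%; doses: one concentration, 6.6 µM final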
# An asterisk follows results filed as active; ? = inconclusive; · = not tested or not shown. No enrichment for hits (roughly 3.3% active in at least one column).
SMILES,Mcl1 Noxa PPI,GSH bead fluor,ABCB1 inh,RGS8-Gao,Mcl-1 Bim block,Pf gamet viab,RGS4-Gao reg,RGS7-Gao,Mcl1 Bid PPI,Avidin fluor,ABCG2 inh
COC(=O)[C@@]1(Cc2ccccc2)[C@H]2c3cc(C(=O)N4CCCC4)n(CCSCCO)c3C[C@H]2CN1C(=O)c1ccccc1,101*,19,1.6,104,-2,·,103,102,-13,11,14
CN=C1CC(SC)=C1c1ccc(C)cc1,-13,37,1.1,97,13,-20,90,92,-11,5,8
Nc1nnnn1/N=C/C=C/c1ccccc1,7,20,1.2,100,1,-34,98,97,-2,32,58
CC(C)n1nc(C(=O)Nc2nc3ccccc3[nH]2)c2ccccc2c1=O,15,17,1.1,103,0,-1,100,102,-14,10,3
Cc1ccc(O)c(C(=O)/C=C/c2ccc3c(c2)OCCO3)c1,11,7,1.0,88,0,15,96,103,12,18,18
C/C=C/c1ccc(OCCCn2cncn2)c(OC)c1,15,21,0.6,100,-2,5,96,100,27,9,2
CN1CCN(c2nc3nonc3nc2N2CCN(C)CC2)CC1,-3,22,-2.5,99,0,·,102,103,-17,16,-3
c1coc(CNc2ncnc3ccccc23)c1,-26,21,0.0,118,-3,13,120,110,-55,3,0
CC(C)CCN(C(=S)NC(=O)C1CCCCC1)c1c(N)n(Cc2ccccc2)c(=O)[nH]c1=O,19,29,0.9,104,-1,·,103,100,-39,26,4
CCc1c(-c2ccccc2)nc2sc3c(c2c1N)CCCC3,7,·,·,104,·,6,104,?,-8,3,·
CCc1nnc(NC(=O)CCN(c2cc(C)cc(C)c2)S(=O)(=O)c2ccc(Cl)cc2)s1,4,15,0.9,103,-2,·,100,100,-5,25,22
O=C(NCCc1ccccc1)c1cccs1,-5,48,0.2,101,0,·,101,100,4,5,2
CC(C)CN(C(=O)COC(=O)CCN1C(=O)c2ccccc2C1=O)C1CCS(=O)(=O)C1 (stereo unspecified),24,27,0.8,118,0,·,107,106,-7,14,3
O=C(Nc1ccc(SC(F)F)cc1)C12CCC(CC1)C2,-12,11,5.6,103,20,6,107,105,-12,18,6
O=C1CN(c2ccc(Br)cc2)C(=O)N1CC(=O)N1CCCc2ccccc21,4,15,1.4,99,0,·,100,96,-23,13,6
CC1CCC(C(=O)NC(C(=O)N2CCN(c3ccccn3)CC2)C(C)C)CC1 (stereo unspecified),3,24,2.9,96,-5,·,98,96,-24,13,1
O=C(CSc1nccn1-c1ccc(F)cc1)NCc1ccc(F)cc1,-11,23,0.1,105,-1,-24,106,101,-6,6,7
Cc1ccc(NC(=O)CSc2nnc(Cc3ccccc3)o2)c(C)c1,15,21,0.4,99,0,-10,100,98,-5,9,3
COc1ccc(Cl)cc1NC(=O)NCC1CCN(C(=O)OC(C)(C)C)CC1,15,·,·,96,·,-3,95,?,4,7,·
O=C(c1ccccc1)N1CCN(C(=S)NCCc2ccccc2)CC1,17,11,0.7,102,-4,4,104,100,-60,13,15
O=S(=O)(NCCC(c1ccc(F)cc1)c1ccco1)c1ccccc1 (stereo unspecified),10,17,0.8,100,-5,8,98,96,-3,6,13
CSc1ccc(Cl)c(C(=O)Nc2ccc(N3CCOCC3)cc2)c1,14,26,0.8,108,-4,0,103,101,-58,12,3
Cc1cccc(N=C2NC(=O)/C(=C/c3cn(C)c4ccccc34)S2)c1,5,15,-0.7,99,-1,-23,98,99,-67,14,-12
O=C(CN1C2=NCCCN2c2ccccc21)c1cccc(Br)c1,18,18,0.1,106,-2,16,106,111,-24,11,0
Cc1nn(-c2ccccc2)c(N)c1C1(O)C(=O)N(C)c2ccccc21 (stereo unspecified),5,9,0.7,94,-1,-3,87,94,0,3,10
O=C(Cn1nc(CNc2ccc(Cl)cc2)[n+]2c1CCCCC2)c1ccccc1,25,10,0.4,103,-25,8,102,105,-16,11,16
Nc1ccc(C(=O)Nc2cccc(N)c2)cc1,0,·,·,106,·,·,109,?,-16,5,·
CCc1nn(CC(=O)Nc2cc(C)ccc2C)c(=N)s1,-6,12,0.7,101,-2,-5,103,102,4,24,2
CCOC(=O)CSc1ncnc2c1cnn2-c1ccc(Cl)cc1,-24,21,-0.1,91,1,·,96,92,-20,1,0
CCn1cnc2cc(NCc3cccc(OC)c3O)ccc21,-5,24,0.5,101,-1,·,94,98,-49,15,1
O=C1CC(CCC(=O)NC2CC2)c2ccccc2N1 (stereo unspecified),7,14,0.2,104,1,-3,95,98,-14,23,4
CC(C)OCCCN1C(=O)c2[nH]nc(-c3ccccc3O)c2C1c1cccc(Cl)c1 (stereo unspecified),2,6,-0.1,98,-1,·,94,96,-5,7,0
C/C=C/C(=O)Nc1cccc(C2=NOC3(C2)C[C@@H](C(N)=O)N(C(=O)c2cc([N+](=O)[O-])cc([N+](=O)[O-])c2)C3)c1 (stereo partly specified),27,·,·,104,·,13,104,?,-32,9,·
COc1cc(NC(=O)c2cccc([N+](=O)[O-])c2)ccc1NC(=O)c1ccco1,3,16,-0.3,99,0,·,98,97,-16,6,-2
O=C(O)c1ccc(NS(=O)(=O)c2cccc3nsnc23)cc1,14,37,0.3,94,-2,-4,95,99,101*,18,2
COC(=O)c1ccccc1NC(=O)C(C)c1ccc([N+](=O)[O-])cc1 (stereo unspecified),11,13,3.7,103,3,2,103,104,-30,11,29
COc1ccc(NC(=O)c2cc(S(=O)(=O)N3CCCCC3)ccc2N2CCCCC2)cn1,-15,23,2.4,101,-5,2,107,102,-13,19,29
Cc1cc(N2CCN(C)CC2)ccc1NC(=O)c1c2c(nc3ccccc13)CCN(Cc1ccccc1)C2,22,7,1.6,93,-1,·,97,96,-18,25,4
COc1ccc(-n2c(SCC(=O)NCC3CCCO3)nc3ccccc32)cc1 (stereo unspecified),-16,36,1.5,104,-1,·,100,100,-52,13,6
CCOc1ccccc1/C=N/NC(=O)CSc1n[nH]c(=O)[nH]c1=O,11,9,0.5,98,-1,6,101,97,-12,9,3
O=C(c1ccco1)N(CCCN1CCOCC1)c1nc(-c2ccc(F)cc2)cs1,17,64,11,97,-1,21,99,101,-30,13,12
O=C(CCl)N1CCN2C(=O)c3ccccc3C12c1ccc(Cl)cc1 (stereo unspecified),12,12,0.2,101,0,10,101,101,-12,10,-1
CC(C)(C)OC(=O)N/N=C\C=C\c1ccc2c(c1)OCO2,5,12,-0.3,83,-2,·,90,85,-9,6,5
CCC(=O)NC(c1ccc([N+](=O)[O-])cc1)c1c(O)ccc2ccccc12 (stereo unspecified),4,33,-0.1,100,-3,·,101,101,-8,4,-1
COc1ccc(CNC(=O)c2c(C)oc3c2C(=O)c2ccccc2C3=O)cc1,-11,15,2.2,106,0,·,106,107,-9,7,18
CSc1ccc(/C=C(\NC(=O)c2ccccc2)C(=O)NN)cc1,-17,·,·,102,·,-3,110,·,-32,9,·
c1ccc2c(-c3nc(C4CCCCC4)no3)cc(-c3ccncc3)nc2c1,29,21,0.7,101,13,·,103,101,38,7,3
C=CCn1c(SCC(=O)Nc2ccc(N(C)C)cc2)nnc1-c1cccc(C)c1,42,32,1.1,100,-2,-9,98,92,-17,16,3
CCCSc1nc(O)c(C2OC(=O)c3c2ccc(OC)c3OC)c(=O)n1-c1ccccc1 (stereo unspecified),23,60,0.1,99,0,·,102,102,7,6,1
CCc1cc(=O)oc2cc(C)c3c(C)coc3c12,-16,12,0.1,99,-2,·,102,99,-2,34,0
CCn1c(Sc2nc(C)nc3scc(-c4cccs4)c23)n[nH]c1=O,-1,41,0.2,·,-1,17,·,·,-29,·,6
CN(C)c1ccc(CNc2ncc(Br)cc2Br)cc1,-8,13,0.4,102,-1,·,103,99,-2,41,2
CC1=Nc2ccc3ccccc3c2C1(C)C,4,13,0.3,102,-5,4,103,103,-19,22,1
CCOC(=O)C(=Cc1ccccc1OC)C(=O)OCC,1,13,0.3,103,0,5,105,103,44,13,2
Cc1ccc2[nH]c(=O)c(CN(Cc3ccc4c(c3)OCO4)Cc3nnnn3Cc3ccco3)cc2c1,11,23,1.4,95,-2,-6,96,100,-10,3,3
COc1ccc(N2CC(C(=O)Nc3nnc(SCc4ccccn4)s3)CC2=O)cc1 (stereo unspecified),35,15,-0.7,98,-3,11,99,94,-54,14,-7
CC(/C=N/NC(=O)c1cc(C2CC2)[nH]n1)=C\c1ccccc1,6,·,·,100,·,-2,99,?,18,7,·
COc1ccc(-c2nnc(SCC(=O)Nc3nncs3)o2)cc1,-4,13,-0.3,97,1,-17,91,100,-11,10,0
CN(C)C(=S)Nc1ccc2c(c1)OCCO2,6,·,·,69,·,-6,40*,?,-21,4,·
Cc1cc(OCc2ccc(C(=O)NN=C3CCCC3)cc2)ccc1Cl,7,6,-0.2,101,-5,1,99,97,-3,2,0
# New compounds follow
SMILES,Mcl1 Noxa PPI,GSH bead fluor,ABCB1 inh,RGS8-Gao,Mcl-1 Bim block,Pf gamet viab,RGS4-Gao reg,RGS7-Gao,Mcl1 Bid PPI,Avidin fluor,ABCG2 inh
CCC1(C)Cc2[nH]c(=O)c(C#N)cc2CO1 (stereo unspecified),8,15,0.4,98,-3,-1,101,102,-20,8,2
Cc1ccc(-n2c(Cl)c(Cl)nc(Cl)c2=O)cc1,-4,5,-0.1,108,-14,·,106,102,6,2,0
CCn1c(O)c(N=NC(=O)Cn2ccc(C(F)(F)F)n2)c2ccccc21,14,11,1.7,104,-2,·,104,105,-11,18,21
CCCCCCCC[n+]1cccc2c3ccccc3ccc21,22,12,0.1,103,-1,-8,104,103,10,10,0
Cn1cc(C(=O)Nc2cccc(F)c2)cn1,13,26,0.2,96,-4,9,94,90,-16,5,2
CCc1nnc2cccc(Cl)n12,7,12,0.5,98,2,·,94,95,-18,9,2
COc1ccccc1N(CC(=O)NC1CCCCC1)S(C)(=O)=O,3,31,-3.3,106,-3,·,108,108,-8,6,-5
O=C(NCc1ccc2[nH]c3c(c2c1)CCCC3)N1CCOCC1,23,31,0.2,101,2,·,100,95,-18,4,1
COCCn1c(SCc2ccccc2F)nc2ccccc2c1=O,13,11,1.6,90,-5,-5,89,91,18,14,10
O=C(CCNC(=O)c1ccccc1Cl)Nc1cc(S(=O)(=O)N2CCOCC2)ccc1N1CCCC1,-11,·,·,103,·,5,97,?,-37,8,·
CCn1c(=O)c2cc(C(=O)N(C)c3cc(C)ccc3OC)sc2c2ccccc21,10,·,·,98,·,8,90,?,4,6,·
Nc1nc(N)c(N=Nc2ccc(C(=O)O)cc2)c(N)n1,6,·,·,100,·,·,111,?,-6,10,·

# Single records, from the list above. Values in the order: Mcl1 Noxa PPI | GSH bead fluor | ABCB1 inh | RGS8-Gao | Mcl-1 Bim block | Pf gamet viab | RGS4-Gao reg | RGS7-Gao | Mcl1 Bid PPI | Avidin fluor | ABCG2 inh
# CCC(=O)NC(c1ccc([N+](=O)[O-])cc1)c1c(O)ccc2ccccc12 (stereo unspecified) as listed: 4 | 33 | -0.1 | 100 | -3 | · | 101 | 101 | -8 | 4 | -1
# c1coc(CNc2ncnc3ccccc23)c1 as listed: -26 | 21 | 0.0 | 118 | -3 | 13 | 120 | 110 | -55 | 3 | 0
